Dengue-2 NS5 capping: flavivirus cap methylation enzyme inhibition – biochemical, confirmation dose response, primary screen (AID 588689). Dengue-2 NS5 methyltransferase capping enzyme assay, biochemical; higher % means a stronger effect. inhibition, % at 25 µM, or IC50 in µM where a hit was titrated. 340,000 compounds, 0.3% hits; in the data active means a potency from the dose series; inconclusive means inhibition above about 29% without an active follow-up result
Rac1 GTP hydrolysis: MgcRacGAP GTPase-activating activity inhibitors, confirmation, biochemical, ADP Hunter fluorescence; MgcRacGAP-stimulated Rac1 GTP hydrolysis, ADP Hunter fluorescence; higher % means a stronger effect; GST-tagged Rac1 F28L mutant substrate; inhibition, % at 30 µM, or IC50 in µM where a hit was titrated; 340,000 compounds, 0.6% hits; AID 624330;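 active means first-screen hits whose inhibition reached a set limit at any dose in the follow-up dose series; inconclusive means inhibition above the set first-screen limit but never retested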;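 further: fluorescence reports GDP produced by GAP-driven GTP hydrolysis; strong numbers were not always called active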
* marks the source's active call; other numbers are inactive results; ? = inconclusive. Not all compounds are listed; count on the stated rates, not on these rows.

item | molecule | Dengue-2 NS5 capping | Rac1 GTP hydrolysis
1 | CC1=NN(c2ccccc2)C(=O)C1=Cc1ccccc1 | 59µM* | 14%
2 | C[C@@H](NC(=O)c1ncn2c1c(=O)[nH]c1cccnc12)c1ccccc1 | 6% | 3%
3 | CCCCc1c(O)nc(SCC(=O)N2CCOCC2)n(-c2ccc(C)cc2)c1=O | -4% | 15%
4 | COc1ccc(NC(=O)c2ccc(NC(=O)CN3CCN(c4ccccc4OC)CC3)cc2)cc1 | 3% | 5%
5 | COc1ccc(N2CCN(C(=O)CSc3nnc(C4CC4)n3C3CC3)CC2)cc1 | 4% | 24%
6 | O=[N+]([O-])c1cccc(N=NNc2cccc([N+](=O)[O-])c2)c1 | 3% | 9%
7 | COc1ccc(NC(=O)CN(C)C(=O)c2cc(C)oc2C)cc1 | -7% | -26%
8 | Cc1ccnc(NCc2cc(Cl)cc(Cl)c2O)c1 | -3% | 18%
9 | Nc1ccn([C@@H]2O[C@H](CNCc3cc(Br)ccc3OCc3ccccc3)[C@@H](O)[C@H]2O)c(=O)n1 | -1% | 3%
10 | COc1ccc(CCNC(=O)c2cc(S(=O)(=O)N3CCc4ccccc43)ccc2F)cc1OC | -3% | 4%
11 | Cc1cccc(NC(=O)COC(=O)CN2C(=O)c3ccccc3C2=O)c1C | 5% | 9%
12 | O=C1C=C(c2ccc(CO)cc2)C[C@@H](c2ccc(F)cc2)C1 | 1% | 14%
13 | O=C(NCc1ccco1)c1ccc(CS(=O)c2ccccc2Cl)o1 (stereo unspecified) | 2% | 22%
14 | N#Cc1ccsc1NC(=O)CSc1nnc(NC2CC2)s1 | -2% | -4%
15 | CC(=O)Nc1ccc2c(=O)n(-c3ccccc3)sc2c1 | -20% | 24%

Some of the entries so far, as labelled records.
11	Cc1cccc(NC(=O)COC(=O)CN2C(=O)c3ccccc3C2=O)c1C
  Dengue-2 NS5 capping = 5%
  Rac1 GTP hydrolysis = 9%

15	CC(=O)Nc1ccc2c(=O)n(-c3ccccc3)sc2c1
  Dengue-2 NS5 capping = -20%
  Rac1 GTP hydrolysis = 24%

8	Cc1ccnc(NCc2cc(Cl)cc(Cl)c2O)c1
  Dengue-2 NS5 capping = -3%
  Rac1 GTP hydrolysis = 18%

2	C[C@@H](NC(=O)c1ncn2c1c(=O)[nH]c1cccnc12)c1ccccc1
  Dengue-2 NS5 capping = 6%
  Rac1 GTP hydrolysis = 3%

Additional results:
item | molecule | Dengue-2 NS5 capping | Rac1 GTP hydrolysis
16 | Cc1ccnc(NCc2cc(Cl)ccc2O)c1 | -2% | ?
17 | COc1cc2c(cc1N)-c1ccc(N)cc1C2=O | 14% | 12µM*
18 | CN1OC[C@@H]2CN[C@H](c3ccc(-c4ccccc4)cc3)C[C@@H]21 | -7% | 15%
19 | O=C(NCC(=O)N1CCN(C(c2ccccc2)c2ccccc2)CC1)c1ccccc1Br | -3% | -5%
20 | CCN(CC)C(=O)C1=C(C)N(Cc2ccc(OC)cc2)C(=O)C(CC(=O)NC2CCCC2)C1 (stereo unspecified) | -3% | 5%
21 | C[C@H](CO)N1C[C@H](C)[C@@H](CN(C)C(=O)Nc2cccc(Oc3ccccn3)c2)OCc2cnnn2CCCC1=O | -5% | 1%
22 | COc1ccc([C@H]2C[C@H](n3cc(C4CC4)nn3)[C@@H](O)CN2CC2CCCCC2)cc1 | -3% | 3%
23 | CC(=O)c1c(C)[nH]c(C(=O)OCC(=O)c2ccc(Br)cc2)c1C | -2% | -26%
24 | C[C@H](CO)N1C[C@H](C)[C@@H](CN(C)Cc2ccc(O)cc2)OCc2cnnn2CCCC1=O | -10% | 10%
25 | CCOC(=O)c1c(C)[nH]c(C(=O)OCC(=O)NCc2ccco2)c1C | 1% | 6%
26 | CNC(=O)C[C@H]1C(=O)N(CCc2ccccc2)C[C@@H]1Cc1ccccc1 | -7% | 17%
27 | Cc1ccc(S(=O)(=O)N2C[C@@H](C)[C@]3(C2)[C@H](O)[C@H](OC(=O)NCc2ccco2)C[C@H]2C(=O)N(c4ccccc4)C(=O)[C@H]23)cc1 | -7% | 7%
28 | C[C@H](CO)N1C[C@H](C)[C@@H](CN(C)S(=O)(=O)c2cccc(C#N)c2)OCc2cnnn2CCCC1=O | -5% | 10%
29 | CSc1ncccc1C(=O)N1CCCC(Nc2ccc(F)c(F)c2)C1 (stereo unspecified) | 2% | 18%
30 | CCOc1ccccc1NC(=O)CCNC(=O)C1CCN(S(=O)(=O)c2ccccc2)CC1 | -3% | -28%

Remaining list, next part:
item | molecule | Dengue-2 NS5 capping | Rac1 GTP hydrolysis
31 | CCOC(=O)CCCCCC(=O)Nc1ccc2c(c1)C(=O)N([C@H](C)CO)C[C@H](C)[C@@H](CN(C)C(=O)Nc1ccccc1)OCCCC[C@@H](C)O2 | -3% | -14%
32 | Cc1ccc(NC(=O)c2sc3nc(N4CCOCC4)c4c(c3c2N)CCCC4)cc1 | -5% | -27%
33 | C#CCN(C[C@@H]1[C@@H](OC(=O)NCCCCCC)[C@@H](OC(=O)NCCCCCC)Cn2c(=O)ccc(=O)n21)S(=O)(=O)c1ccc(C)cc1 | -14% | -1%
34 | O=C(NNc1ccccc1)OCc1ccccc1 | -5% | 10%
35 | CN1CCN(C(=O)C[C@@H]2C[C@H]3c4cc(NC(=O)c5cccnc5)ccc4O[C@H]3[C@H](CO)O2)CC1 | -3% | 11%
36 | Cc1ccc(C(=O)Nc2ccc3nc(C)sc3c2)o1 | -1% | 10%
37 | Cc1ccccc1NC(=O)Cc1nc(COC(=O)C(C)(C)Oc2ccc(Cl)cc2)cs1 | -6% | 20%
38 | CSc1ccc(/C=N/NC(=O)c2ccc3nc[nH]c3c2)cc1 | -5% | 6%
39 | CCCCn1c(=S)[nH]c2c(=O)n(C)c(=O)n(C)c21 | -7% | 21µM*
40 | Cc1cccc2cc(C#N)c(NCCNC(=O)c3ccccc3)nc12 | -3% | 12%
41 | CCCCCC(=O)N1C[C@H](n2cc(COC(=O)c3ccccc3)nn2)[C@@H](O)C[C@@H]1c1ccc(Cl)cc1 | -3% | 9%
42 | C[C@@H]1CN([C@@H](C)CO)C(=O)CCCn2nncc2CO[C@H]1CN(C)Cc1ccccc1C(F)(F)F | 6% | 14%
43 | CCc1ccc(NC(=O)CSc2nc(C)cs2)cc1 | -2% | 4%
44 | COc1ccc(CN2C(=O)C(CC(=O)NCc3cccc4ccccc34)CC(C(=O)N3CCOCC3)=C2C)cc1 (stereo unspecified) | 3% | 11%
45 | COc1ccc(CN2C(=O)C(CC(=O)NCCN3CCOCC3)CC(C(=O)N(C(C)C)C(C)C)=C2C)cc1 (stereo unspecified) | -6% | 5%

Six entries from above, sorted by SMILES length, largest number first.
item | molecule | Dengue-2 NS5 capping | Rac1 GTP hydrolysis
33 | C#CCN(C[C@@H]1[C@@H](OC(=O)NCCCCCC)[C@@H](OC(=O)NCCCCCC)Cn2c(=O)ccc(=O)n21)S(=O)(=O)c1ccc(C)cc1 | -14% | -1%
41 | CCCCCC(=O)N1C[C@H](n2cc(COC(=O)c3ccccc3)nn2)[C@@H](O)C[C@@H]1c1ccc(Cl)cc1 | -3% | 9%
42 | C[C@@H]1CN([C@@H](C)CO)C(=O)CCCn2nncc2CO[C@H]1CN(C)Cc1ccccc1C(F)(F)F | 6% | 14%
37 | Cc1ccccc1NC(=O)Cc1nc(COC(=O)C(C)(C)Oc2ccc(Cl)cc2)cs1 | -6% | 20%
39 | CCCCn1c(=S)[nH]c2c(=O)n(C)c(=O)n(C)c21 | -7% | 21µM*
34 | O=C(NNc1ccccc1)OCc1ccccc1 | -5% | 10%

Going on with the list:
item | molecule | Dengue-2 NS5 capping | Rac1 GTP hydrolysis
46 | N#CCCN(Cc1ccccc1)C(=O)CCC(=O)c1ccc(F)cc1 | -2% | 6%
47 | O=C1[C@H]2[C@@H](c3ccc(C(F)(F)F)cc3)N[C@]3(CCCN(Cc4ccc(Cl)cc4)C3=O)[C@H]2C(=O)N1Cc1ccccc1 | -5% | 9%
48 | C[C@@H]1CCCCO[C@H](CN(C)Cc2ccc3c(c2)OCO3)[C@@H](C)CN([C@H](C)CO)C(=O)c2cc(NC(=O)c3ccccc3)ccc2O1 | -1% | 13%
49 | Cc1c(NC(=O)c2cc3ccccc3o2)cccc1-n1cnnn1 | -2% | 16%
50 | CNC(=O)C[C@H]1C(=O)N(C2CCCCC2)C[C@@H]1c1ccc(Br)cc1 | -1% | 8%
51 | Cc1ccc(N(C)S(=O)(=O)c2cccc(C(=O)OCC(=O)N(C)Cc3ccccc3)c2)cc1 | -3% | 19%
52 | Brc1ccc2c(c1)-c1ccccc1C1=NCCN12 | -5% | 16%
53 | C[C@H](O)CNC(=O)c1[nH]cnc1C(=O)N[C@@H](C)c1ccccc1 | 3% | 14%
54 | CC1=C(C(=O)N(C)C)CC(CC(=O)NCc2ccco2)C(=O)N1Cc1ccccc1 (stereo unspecified) | -4% | -7%
55 | Cc1ccc(S(=O)(=O)N2C[C@]3(O)C[C@@H]4C(=O)N(c5ccccc5)C(=O)[C@@H]4C[C@]3(OC(=O)NCc3ccccc3)C2)cc1 | -2% | 12%
56 | COCCCN1C(=O)C(CC(=O)NC(c2ccccc2)c2ccccc2)CC(C(=O)N2CCOCC2)=C1C (stereo unspecified) | -6% | 16%
57 | CNC(=O)c1ccc(CN(C)C(=O)c2cccc(S(=O)(=O)N3CCc4ccccc4C3)c2)cc1 | 2% | 16%
58 | Cc1nc(Cc2nnc(SC(C)C(=O)Nc3ccccc3)o2)cs1 (stereo unspecified) | -2% | 8%
59 | COc1ccc(CNC(=O)O[C@H]2CN(C(=O)OC(C)C)N(C(=O)OC(C)C)[C@@H]3CN(S(=O)(=O)c4ccc(C)cc4)C[C@]23O)cc1OC | -7% | 18%
60 | COc1ccccc1NS(=O)(=O)c1cccc(NS(=O)(=O)c2cc(C(=O)O)ccc2Cl)c1 | 6% | -2%

The list continues:
item | molecule | Dengue-2 NS5 capping | Rac1 GTP hydrolysis
61 | Cc1nnc(N2C(=O)C(=O)/C(=C(/O)c3ccc4c(c3)OCCO4)C2c2cccc([N+](=O)[O-])c2)s1 (stereo unspecified) | 19% | 10%
62 | COc1ccc([C@H]2C[C@H](O)[C@@H](n3cc(-c4ccc(F)cc4)nn3)CN2C(=O)C2CCCCC2)cc1 | 3% | 11%
63 | CN(Cc1ccccc1)C(=O)CCC1CCN(C(=O)c2ccco2)CC1 | -3% | 7%
64 | Cc1cc(N2C(=O)C(O)=C(C(=O)c3ccc(C)o3)C2c2cccc(Cl)c2)no1 (stereo unspecified) | 11% | 6%
65 | Cn1nc(C(=O)NCC(=O)Nc2ccc(F)c(F)c2)ccc1=O | 3% | 6%
66 | C[C@@H]1CN([C@@H](C)CO)C(=O)CCCn2cc(nn2)CO[C@H]1CN(C)S(=O)(=O)c1ccccc1 | -4% | 13%
67 | O=C1CCCCc2cc(O)c(O)cc21 | -3% | ?
68 | Cc1nc2ccccn2c(=O)c1NC(=O)COc1ccccc1 | 1% | -8%
69 | COc1ccc([C@H]2C[C@H](O)[C@@H](n3cc(-c4ccc(F)cc4)nn3)CN2CC2CCCCC2)cc1 | -4% | 18%
70 | Nc1ccn([C@@H]2O[C@H](CNC(=O)[C@@H](Cc3cccnc3)NC=O)[C@@H](O)[C@H]2O)c(=O)n1 | -7% | -10%
71 | O=C1CCC(C(=O)N2CCN(c3cnccn3)CC2)CN1CCc1ccccc1 (stereo unspecified) | 3% | -17%
72 | COc1ccc(NC(=O)N(C)C[C@H]2Oc3ncc(C#C[C@@H](C)O)cc3C(=O)N([C@H](C)CO)C[C@H]2C)cc1 | 4% | 3%
73 | COc1ccc(C(CNC(=O)c2ccc(OCc3cscn3)cc2)N2CCCC2)cc1 (stereo unspecified) | -2% | 2%
74 | COCC(C)n1c(SCC(=O)NC2CCCCC2)nc2ccccc2c1=O (stereo unspecified) | 4% | 9%
75 | C[C@@H]1CCCCO[C@H](CN(C)C(=O)C2CCCCC2)[C@@H](C)CN([C@H](C)CO)C(=O)c2cc(N(C)C)ccc2O1 | -8% | 19%
76 | CCOCCCn1c(SCC(=O)NC2CCCCC2)nc2ccccc2c1=O | -5% | 12%

Assay outcomes as filed in PubChem.
